# Bioassay records deposited in PubChem BioAssay by The Scripps Research Institute Molecular Screening Center.
# PAFAH1B2 inh: PAFAH1B2 (human) inhibition; recombinant PAFAH1B2, FP-rhodamine activity probe, fluorescence polarization; 340,000 tested, 1.2% active; inhibition, % at 3.39 µM; P68402;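 active means inhibition above the mean of all tested compounds plus 3 SD, cut at about 24% in these data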;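 further: 0% = enzyme with DMSO and 100% = wells lacking PAFAH1B2; many of its hits are not listed in these tables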
# LYPLA1 inh: counter-screen for PME1 inhibitors: inhibitors of human LYPLA1; recombinant LYPLA1, FP-Rh probe fluorescence polarization; inhibition, % at 5.9 µM; 320,000 tested, 0.16% active; AID 2174;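 active means inhibition above the mean of all tested compounds plus 3 SD, set per campaign, cut at about 14% in these data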;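 further: inhibitors block serine hydrolase probe labeling of LYPLA1 so polarization falls; 0% = enzyme with DMSO and 100% = wells lacking LYPLA1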
# Target sequence (O75608 whole entry, looked up): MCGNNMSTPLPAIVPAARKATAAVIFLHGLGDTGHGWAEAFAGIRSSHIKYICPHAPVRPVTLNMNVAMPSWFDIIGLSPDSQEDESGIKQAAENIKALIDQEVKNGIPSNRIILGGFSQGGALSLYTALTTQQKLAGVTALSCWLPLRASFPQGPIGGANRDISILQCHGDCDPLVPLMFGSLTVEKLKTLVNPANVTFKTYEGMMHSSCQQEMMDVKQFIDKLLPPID
# PAD4 inh: PAD4 (human) enzyme inhibition; Q9UM07; recombinant PAD4, RCA probe fluorescence polarization; inhibition, % at 6.36 µM; 330,000 tested, 0.41% active;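 active means percent inhibition above a cutoff equal to the mean of all tested compounds plus 3 SD, cut at about 15% in these data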;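 further: 0% = PAD4 with RCA probe and DMSO and 100% = probe without PAD4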
# PAFAH2 inh: inhibitors of human PAFAH2. Q99487. recombinant PAFAH2, FP-rhodamine activity probe, fluorescence polarization. inhibition, % at 3.39 µM. 340,000 tested, 0.99% active. AID 492956;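 active means inhibition above the mean over all tested compounds plus 3 SD, cut at about 30% in these data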;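 further: inhibitors block probe labeling of enzyme so polarization drops; 0% = enzyme with DMSO and 100% = wells lacking PAFAH2 protein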
# Fam108B inh: Fam108B inhibition, counter-screen for RBBP9 inhibitors; recombinant Fam108B, FP-Rh probe fluorescence polarization; 300,000 tested, 0.33% active; inhibition, % at 9.51 µM; AID 1947;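 active means inhibition above the screen mean inhibition plus 3 SD, computed separately per campaign, cut at about 18% in these data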;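 further: inhibitors lower polarization as less probe binds the enzyme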
# pPAFAH inh: inhibitors of human plasma PAF acetylhydrolase (pPAFAH) | AID 463082 | Q13093 | recombinant pPAFAH, FP-rhodamine probe fluorescence polarization | inhibition, % at 3.39 µM | 330,000 tested, 1.5% active;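 active means inhibition above the mean inhibition across the screen plus 3 SD, cut at about 25% in these data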;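 further: inhibitors block binding of the rhodamine activity-based probe so polarization drops; 0% = enzyme with DMSO and 100% = wells lacking pPAFAH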
# PME-1 inh: PME-1 (human) inhibition. Q9Y570. recombinant PME-1, FP-Rh probe fluorescence polarization. inhibition, % at 5.9 µM. 320,000 tested, 0.53% active. AID 2130;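 active means inhibition above the campaign mean of all compounds plus 3 SD, cut at about 26% in these data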;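 further: competitive labeling of PME-1 active site by serine hydrolase directed probe; 0% = PME-1 with DMSO and 100% = wells lacking PME-1 enzyme; inhibitors block probe labeling so polarization falls and inhibition rises; many of its hits are not listed in these tables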
# GSTO1 inh: blocks human GSTO1 in RBBP9 counter-screen | recombinant GSTO1, activity-based probe fluorescence polarization | 300,000 tested, 1.1% active | inhibition, % at 5.96 µM | P78417;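 active means inhibition above the campaign mean inhibition plus 3 SD, cut at about 35% in these data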;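 further: 0% = GSTO1-1 with DMSO and 100% = wells lacking GSTO1-1 enzyme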
# PAFAH1B3 inh: blocks human PAF acetylhydrolase 1B catalytic subunit 3 | Q15102 | recombinant PAFAH1B3, FP-rhodamine probe, fluorescence polarization | inhibition, % at 3.39 µM | 340,000 tested, 0.28% active | AID 492972;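 active means inhibition above the screen-wide average of all tested compounds plus 3 SD, cut at about 25% in these data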;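 further: 0% = enzyme with DMSO only and 100% = wells lacking PAFAH1B3 protein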
# Target sequence (Q15102 whole entry, looked up): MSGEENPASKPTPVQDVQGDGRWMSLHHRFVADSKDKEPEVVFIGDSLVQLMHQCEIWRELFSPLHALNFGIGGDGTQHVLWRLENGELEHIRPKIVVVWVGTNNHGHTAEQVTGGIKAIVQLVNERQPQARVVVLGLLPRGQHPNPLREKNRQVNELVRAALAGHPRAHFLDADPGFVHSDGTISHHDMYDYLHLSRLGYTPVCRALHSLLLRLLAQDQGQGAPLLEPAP
# * = called active by the depositor; . = no result given. A portion of the library. The share of hits here may be higher or lower than overall.
# Assay codes – A = PAFAH1B2 inh; B = LYPLA1 inh; C = PAD4 inh; D = PAFAH2 inh; E = Fam108B inh; F = pPAFAH inh; G = PME-1 inh; H = GSTO1 inh; I = PAFAH1B3 inh
> CCOC(=O)c1sc(Nc2ccc(C)cc2C)nc1C
  A: 0; B: -1; C: 5; D: -2; E: 0; F: 11; G: 1; H: 10; I: 1

> CN(C)S(=O)(=O)c1cccc(CNCC2COc3ccccc3O2)c1 (centres undefined)
  A: 3; B: 1; C: 0; D: -7; E: 7; F: 5; G: -1; H: 1; I: 2

> CCCC(=O)Nc1cc(C)c(NC(=O)C23CC4CC(CC(C4)C2)C3)cn1
  A: 21; B: 4; C: 2; D: -2; E: -1; F: -1; G: 5; H: -1; I: 3

> COc1cccc2cc(C(=O)N(Cc3cccs3)CC3CCCO3)c(=O)oc12 (centres undefined)
  A: 6; B: 2; C: -4; D: -5; E: 3; F: 4; G: -7; H: 1; I: 14

> O=C(COc1ccccc1Cl)NNC(=O)c1ccc(-n2cncn2)c([N+](=O)[O-])c1
  A: 7; B: 4; C: 3; D: 2; E: .; F: 5; G: 2; H: .; I: 5

> COC(=O)c1c(C)[nH]c(C(=O)C(C)OC(=O)C2CC(=O)N(CCc3ccccc3)C2)c1C (centres undefined)
  A: 8; B: 2; C: 5; D: 3; E: .; F: 1; G: 1; H: .; I: 3

> CC(=O)Nc1ccc(NC(=O)C2CC(=O)N=C(N)S2)cc1 (centres undefined)
  A: 3; B: 4; C: 7; D: -5; E: 5; F: 4; G: -3; H: 5; I: 4

> COC(=O)c1ccccc1NC(=O)c1ccc(NC(=O)C2CCCO2)cc1 (centres undefined)
  A: -3; B: -5; C: -1; D: 2; E: -3; F: -5; G: -10; H: -5; I: 0

> COc1cc(NS(=O)(=O)c2ccc(NC(=S)NC(=O)c3sc4ccccc4c3Cl)cc2)nc(OC)n1
  A: -3; B: -3; C: -4; D: -4; E: 0; F: 4; G: -9; H: -9; I: 6

> CSCC[C@H](NC(=O)CCCn1nnc2ccccc2c1=O)C(=O)O
  A: 2; B: -2; C: 0; D: 4; E: -3; F: -9; G: -4; H: 18; I: 4

# Part of the list above in order of count of non-hydrogen atoms, smallest number first:
# Assay codes – A = PAFAH1B2 inh; B = LYPLA1 inh; C = PAD4 inh; D = PAFAH2 inh; E = Fam108B inh; F = pPAFAH inh; G = PME-1 inh; H = GSTO1 inh; I = PAFAH1B3 inh
> CCOC(=O)c1sc(Nc2ccc(C)cc2C)nc1C
  A: 0; B: -1; C: 5; D: -2; E: 0; F: 11; G: 1; H: 10; I: 1

> CCCC(=O)Nc1cc(C)c(NC(=O)C23CC4CC(CC(C4)C2)C3)cn1
  A: 21; B: 4; C: 2; D: -2; E: -1; F: -1; G: 5; H: -1; I: 3

> COc1cccc2cc(C(=O)N(Cc3cccs3)CC3CCCO3)c(=O)oc12 (centres undefined)
  A: 6; B: 2; C: -4; D: -5; E: 3; F: 4; G: -7; H: 1; I: 14

# Full records, quoted from the list. Screens in order: PAFAH1B2 inh, LYPLA1 inh, PAD4 inh, PAFAH2 inh, Fam108B inh, pPAFAH inh, PME-1 inh, GSTO1 inh, PAFAH1B3 inh
# Entry for CSCC[C@H](NC(=O)CCCn1nnc2ccccc2c1=O)C(=O)O : 2, -2, 0, 4, -3, -9, -4, 18, 4
# Entry for CCCC(=O)Nc1cc(C)c(NC(=O)C23CC4CC(CC(C4)C2)C3)cn1 : 21, 4, 2, -2, -1, -1, 5, -1, 3

# Further results.
# Assay codes – A = PAFAH1B2 inh; B = LYPLA1 inh; C = PAD4 inh; D = PAFAH2 inh; E = Fam108B inh; F = pPAFAH inh; G = PME-1 inh; H = GSTO1 inh; I = PAFAH1B3 inh
> O=C1c2ccccc2C(=O)N1CCCCSc1nc2ccccc2c(=O)n1CCCN1CCOCC1
  A: 8; B: -3; C: -5; D: -1; E: 4; F: 1; G: 6; H: 0; I: 2

> COc1ccc(-c2nc(C#N)c(NC(C)C)o2)cc1
  A: 5; B: 2; C: 0; D: -12; E: -1; F: 6; G: 4; H: -10; I: 15

> Cc1ccc(CNC(=O)C2CCCN(C(=O)N(C)C)C2)cc1 (centres undefined)
  A: 1; B: 2; C: 1; D: 2; E: 1; F: 5; G: 0; H: 5; I: 2

> CN(C)CCN(C(=O)c1ccc(Br)s1)c1nc2cc3c(cc2s1)OCCO3
  A: -1; B: 1; C: 0; D: 0; E: -2; F: 1; G: 3; H: 6; I: 3
